# Assay outcomes as filed in PubChem.
# Dynein transport: blocks dynein driven cargo transport along microtubules. actives 0.47% (n = 220,000). z-score, hits read low. 3617.4 mouse cells, GR-EGFP nuclear translocation imaging; test concentration mostly 20 µM; stimulated with dexamethasone, 1 µM; stronger effect = lower value;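 active means plate z-score of nuclear minus cytoplasmic receptor signal below a set negative limit, without overly bright fluorescence or cell loss, cut at about -3.5 in these data, passing the limit was not always enough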;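 further: z-score of nuclear minus cytoplasmic ring GR-EGFP intensity difference per well; some compounds called inactive have numbers as strong as hits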
#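 Also added: dexamethasone, 1.0 µM final. Medium: tet-free, stripped-serum medium. Detection: fixed, Hoechst-stained cells imaged at 10x for EGFP. Read-out: nuclear-to-cytoplasmic GR-EGFP distribution per well. Times: induction 48 h, compound 1 h, agonist 30 min.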
# CSM14.1 death rescue: rescue of cells from ER stress-induced death, primary screen, 384-well, CSM14.1, thapsigargin, ATP luminescence (AID 1222). CSM14.1 thapsigargin-induced death rescue, ATP luminescence; higher % means a stronger effect. one-dose cellular ATP content (survival), % at 20 µM; EC50 in µM for titrated hits. 190,000 tested, under 10 active;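 active means EC50 below 50 µM in the dose-response confirmation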;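 further: death triggered by thapsigargin at about 15 µM added after 2 h compound pretreatment; cell ATP read after overnight thapsigargin exposure of roughly 18 to 22 hours; normalized against plate controls of thapsigargin alone and 5% DMSO vehicle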
# MT stabilize HCS: stabilizes microtubules in HeLa cells. HeLa tubulin immunostaining HCS, 24 h; share of cells brighter than vehicle mean+2SD. % tubulin-high responders, % at 10 µM. actives 0.83% (n = 200,000). AID 2205;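 active means plate Z-score above 3 for both tubulin-high and condensed-nucleus cell shares, with cell loss under 80%, at 10 µM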;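 further: anti alpha tubulin signal scored within the nucleus-defined area of each cell; some results filed as inactive read as strong as hits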
# P. falciparum M17LAP: P. falciparum M17LAP inhibitors, primary screen, biochemical, fluorogenic H-Leu-NHMec substrate, 1536-well (AID 1619). one-dose inhibition, % at 30 µM; IC50 in µM for titrated hits. recombinant M17LAP, H-Leu-NHMec fluorogenic kinetic assay; higher % means a stronger effect. actives 0.38% (n = 220,000);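 active means compound inhibiting the enzyme by more than half at any dose during confirmatory dose-response retesting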;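 further: plate controls were full reaction with DMSO carrier for no effect and no enzyme background for full effect; strong numbers were not always called active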
# P. falciparum M1AAP: malaria alanyl aminopeptidase activity blockers – biochemical, fluorogenic H-Leu-NHMec substrate, 1536-well (AID 1445); recombinant M1AAP, H-Leu-NHMec fluorogenic kinetic assay; higher % means a stronger effect; one-dose inhibition, % at 30 µM; IC50 in µM for titrated hits; actives 0.42% (n = 220,000);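 active means primary inhibition above the hit cutoff, then over 50% inhibition at one or more dose response concentrations, cut at about 23% in these data, passing the limit was not always enough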;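 further: plate controls were DMSO full reaction for no effect and no enzyme background for full effect; strong numbers were not always called active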
# Insulin prom up: MIN6 insulin promoter up-regulation | MIN6 insulin promoter-GFP reporter, high-content imaging; stronger effect = higher value | z-score at 5 µM | actives 0.3% (n = 190,000);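 active means z-score above 3 at 5 µM with at least 500 cells counted in the well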
# Yfh1-off respiration: enhancers of respiration in Yfh1-depleted yeast, dose response, Friedreich's ataxia, plus single-dose screen (AID 1465); actives 0.074% (n = 220,000); fold induction at 50 µM; hits with a dose series show EC50 in µM; S. cerevisiae Yfh1-off respiration, WST-1 reduction, 72 h; higher fold induction means a stronger effect;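 active means fold induction of absorbance versus untreated yeast above a set limit, then at least 30% activation at any dose in follow-up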;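 further: activators that raise dye reduction in frataxin-depleted yeast; strong numbers were not always called active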
# Lipid droplet: hepatic lipid droplet formation modulation | AML12 mouse hepatocytes, oleate lipid droplets, BODIPY imaging | inhibition, % at 6.5 µM | actives 0.4% (n = 240,000) | AID 1656;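 active means lipid droplet intensity inhibited by at least 50%, with more than 500 cells counted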
#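 material = mouse AML12 hepatocyte cell line, fixed after treatment | also added = 100 µM oleic acid challenge | doses = compound at 6.5 µM only | schedule = overnight exposure | technique = Image-based BODIPY and DAPI two-channel analysis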
# Autophagy mod: autophagy modulation, high-content screen; calls only at 10 µM (by protocol); MEF GFP-LC3 puncta imaging; test concentration mostly 10 µM; actives 0.98% (n = 190,000);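 active means percentage of spot-positive cells more than 3 SD above its plate mean, without a fluorescence outlier flag or 80% toxicity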;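 further: spot-positive cell cutoff set from DMSO-treated cells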
# Dynein transport cytoplasmic EGFP: second read-out of Dynein transport, no call of its own (marks repeat the call); z-score; measured here: cytoplasmic GR-EGFP intensity; stronger effect = higher value
# Dynein transport nuclear GR-EGFP: also measured in Dynein transport; calls as there; z-score; measured here: nuclear GR-EGFP intensity;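 lower value marks the stronger effect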
# Dynein transport cell count: also measured in Dynein transport; calls as there; z-score; measured here: cell count per field
# Insulin prom up cell count: recorded beside Insulin prom up, whose call it bears; cell count; measured here: cytotoxicity, nuclei count;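 total cells summed across four imaged fields per well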
# Lipid droplet cells 6.5 µM: further read-out of Lipid droplet, marked with its call; cell count; measured here: cell count, cytotoxicity flag;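 cells counted across two imaged fields per well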
# MT stabilize HCS Hoechst-high %: second read-out of MT stabilize HCS, no call of its own (marks repeat the call); % Hoechst-high responders; measured here: nuclear condensation Hoechst responders;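 share of cells brighter than vehicle mean plus two SD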
# MT stabilize HCS cytotoxicity %: further read-out of MT stabilize HCS, marked with its call; toxicity, %; measured here: cytotoxicity by cell density;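 0% = mean cell density of plate MIN control wells and 100% = no cells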
# Autophagy mod cell loss 18 h: further read-out of Autophagy mod, marked with its call; toxicity, %; measured here: cell loss, nuclei count;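 cell loss after 18 h compound exposure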
# * marks the source's active call; other numbers are inactive results; i = inactive; / = no result given; + = active, no number. Compounds as they come. Share with any hit: about 3.5%.
SMILES,Dynein transport,Dynein transport cytoplasmic EGFP,Dynein transport nuclear GR-EGFP,Dynein transport cell count,CSM14.1 death rescue,MT stabilize HCS,MT stabilize HCS Hoechst-high %,MT stabilize HCS cytotoxicity %,P. falciparum M17LAP,P. falciparum M1AAP,Insulin prom up,Insulin prom up cell count,Yfh1-off respiration,Lipid droplet,Lipid droplet cells 6.5 µM,Autophagy mod,Autophagy mod cell loss 18 h
COc1cccc(NC(=O)N[C@@H](Cc2ccccc2)C(=O)O)c1,-1.1,-0.25,-0.76,0.95,-2.1%,3.0,2.7,7.7,49%,3%,-0.34,1937,i,1,699,i,-2
Cc1cc(C)c(S(=O)(=O)O)c(C)n1,-0.24,-0.31,-0.07,-0.62,-1.1%,4.8,2.7,3.5,-1%,-1%,1.3,1166,i,/,/,i,5
CCOc1ccccc1Oc1c(C)oc2c(CN3CCN(C)CC3)c(O)ccc2c1=O,-0.66,-0.26,-0.93,-0.39,-0.4%,5.4,2.3,5.5,-293%,12%,-0.4,1480,i,/,/,i,2
O=C(O)/C=C/c1cn(-c2ccccc2)nc1-c1ccc2c(c1)OCCO2,0.27,-0.24,0.21,0.17,/,/,/,/,2%,-4%,-0.13,1089,i,12,673,/,/
COc1ccc(C2=CC3=C(Br)C(=O)C(C)(O)C(=O)C3=CO2)cc1 (centres undefined),-0.83,-0.74,-0.63,0.42,/,/,/,/,28%,13%,-0.51,940,i,/,/,/,/
Cc1cc(C)c(NC(=O)COC(=O)/C=C/c2cccs2)c(C)c1,0.52,-0.16,0.038,-0.74,17%,6.2,2.3,3.7,-1%,6%,/,/,i,7,686,i,-2
CCOc1cc(C(=O)Nc2ccc(S(=O)(=O)N3CCOCC3)cc2)cc(OCC)c1OCC,0.39,-0.2,0.24,-0.5,-2.2%,3.0,2.1,6.4,-8%,2%,-0.12,1168,i,/,/,i,-9
O=C(c1cc(Cl)ccc1[N+](=O)[O-])N1CCc2ccccc2C1,-0.35,-0.32,-0.6,0.5,0.1%,0.9,2.0,6.2,-6%,0%,0.32,1398,i,-4,631,i,-12
CCOC(=O)C1=C(C)OC(N)=C(C#N)C1c1ccoc1 (centres undefined),-0.093,-0.15,0.18,0.48,-0.4%,3.2,1.3,6.1,-2%,2%,-0.26,1228,i,2,721,i,18
COc1ccc(CCNC(=O)C23CCC(C)(C(=O)C2Br)C3(C)C)cc1OC (centres undefined),1,-0.25,1.2,-1.4,/,/,/,/,7%,0%,0.6,1053,i,6,671,/,/
CCc1nnc(NC(=O)CN2C(=O)/C(=C/c3cc(OC)c(OC)c(OC)c3)SC2=S)s1,0.042,-0.26,0.052,0.66,-2.2%,1.8,1.7,5.7,10%,0%,0.02,1290,i,2,640,i,-9
Cc1ccc(-c2onc3ccc(C4(C)OCCO4)cc23)cc1,-1.5,-0.12,-0.88,0.72,0.8%,0.9,1.9,9.9,0%,5%,0.34,964,i,-4,738,i,3
O=C(Cn1cccc1C(=O)c1ccccc1)NCc1cccs1,-0.38,-0.33,-0.0021,-0.12,-1.6%,4.9,2.6,8.4,13%,0%,/,/,i,/,/,i,2
C1CCN=C(Nc2nc3c(s2)CCCC3)CC1,-0.014,-0.24,-0.77,-0.16,-2.2%,3.2,1.6,6.3,14%,5%,0.2,1806,i,-2,649,i,3
CC(C)(C)NC(=O)c1cc(Cl)ccc1[N+](=O)[O-],-0.76,-0.17,-0.51,0.19,-0.5%,4.6,3.4,5.1,5%,3%,-0.16,1506,i,23,708,i,-8
CC(OC(=O)c1cccnc1Cl)C(=O)Nc1ccc2c(c1)OCCO2 (centres undefined),-1.8,-0.19,-0.77,0.16,0.1%,1.5,2.3,2.4,15%,0%,0.14,1532,i,0,714,i,10
COc1ccc(CNC(=O)C2CCN(S(=O)(=O)c3c(C)n[nH]c3C)CC2)cc1,-0.047,-0.054,0.27,0.11,-0.1%,6.6,2.5,8.0,3%,0%,-0.37,1476,i,/,/,i,4
COc1ccc(C(=O)Nc2nc(C)cc(C)n2)cc1[N+](=O)[O-],2,-0.17,1.5,-1.4,-0.6%,3.5,2.4,0.9,11%,6%,0.13,1461,i,24,631,i,7
CCN1C(=O)/C(=C\N(C)C)c2ccccc21,-0.26,-0.2,-0.13,0.48,-0.4%,3.3,1.8,1.9,28%,5%,/,/,i,-6,663,i,8
Cc1cccc(-n2c(C)nc3c(cnn3-c3ccc(F)cc3)c2=O)c1,1.2,-0.26,0.28,-0.55,-1.4%,4.5,3.3,6.3,9%,-1%,-1.2,1162,i,/,/,i,8
CCCCS(=O)(=O)Nc1ccc2ncn(C)c(=O)c2c1,-0.36,-0.24,-0.82,0.48,-2.2%,4.6,2.6,2.8,-8%,3%,-1.6,1198,i,0,719,i,-3
COc1ccccc1CNC(=O)Cc1ccc(C)cc1,-0.21,-0.1,-0.08,0.17,-0.6%,3.0,1.9,3.7,-7%,5%,-0.17,1625,i,-5,713,i,17
CCCc1cc(N2CCCC(C(=O)NCc3ccc4c(c3)OCO4)C2)n2ncnc2n1 (centres undefined),0.29,-0.16,0.74,-0.27,0.5%,1.9,2.6,8.0,4%,5%,-0.41,1142,i,-2,785,i,-1
CCOc1ccc(S(=O)(=O)NCCOC)cc1C,-0.79,0.13,-0.054,0.23,2.3%,1.5,1.0,5.3,3%,7%,0.32,822,i,-20,630,i,-8
CCCCNC(=S)N=Nc1c(O)[nH]c2ccccc12,-1.1,-0.24,-0.18,1.9,14%,4.2,3.2,1.5,7%,13%,-1.1,1226,i,-16,657,i,3
CC(C)COCC(O)CCC(=O)NNC(=S)Nc1ccccc1 (centres undefined),-0.032,-0.2,0.18,-0.39,-3.0%,2.5,2.2,9.9,0%,-6%,0.3,1434,i,14,590,i,-17
O=C(NC(C(=O)NCCN1CCOCC1)C12CC3CC(CC(C3)C1)C2)C1CCCCC1 (centres undefined),-0.51,-0.054,-0.24,0.68,2.2%,4.5,4.3,5.8,3%,8%,0.2,946,i,/,/,i,2
Cc1cccc(-n2c3nc(=O)[nH]c(=O)c-3cc3c(C)nn(-c4ccccc4)c32)c1,1.7,0.21,0.82,-1.6,-1.4%,1.7,3.6,12,-31%,8%,-0.37,1326,i,-6,666,i,1
C=CCNC(=O)COC(=O)CCC(=O)c1cccs1,0.42,-0.27,0.15,0.42,/,/,/,/,1%,2%,0.72,1370,i,8,687,/,/
O=C(NCc1ccccn1)c1cn(Cc2ccccc2)nn1,-0.59,-0.44,-0.0061,0.69,0.3%,4.6,2.7,9.1,8%,2%,-0.05,1476,i,/,/,i,11
CSc1nc(=NC(C)=O)ss1,-1.8,-0.19,-0.7,-0.028,-1.2%,0.6,1.9,3.6,-3%,3%,0.11,1181,i,-6,724,i,6
COC(=O)CNC(c1ccccc1)c1cc(C)ccc1NC(=O)CNC(=O)OCc1ccccc1 (centres undefined),-0.81,-0.27,-0.12,1.2,-3.1%,2.5,1.3,10,0%,-1%,-0.27,922,i,-36,721,i,-1
O=C(c1ccccc1-c1nc(-c2ccc(F)cc2)no1)N1CCCC1,3,-0.082,1.6,-2.1,-0.3%,3.7,2.6,8.7,-8%,-2%,-0.07,1037,i,/,/,i,-5
COc1ccc(C(C)=O)cc1COC(=O)c1cc(C)oc1C,-0.58,-0.29,0.039,0.41,0.5%,1.4,2.2,10,-11%,5%,-0.06,1264,i,/,/,i,-24
CCOC(=O)N1CCC(N2C(=O)c3ccc(C(=O)O)cc3C2=O)CC1,-0.21,-0.21,0.13,-0.044,-1.2%,2.6,1.8,6.6,-10%,-1%,-0.58,913,i,2,789,i,0
Cn1c(=O)oc2cc(S(=O)(=O)N3CCC(C(=O)NCc4ccc(F)cc4)CC3)ccc21,-0.76,-0.26,-0.46,0.4,0.4%,3.9,2.4,7.0,0%,10%,0.57,1111,i,/,/,+,19*
CC(C)(C)n1nnnc1C(c1ccncc1)N1CCCCCC1 (centres undefined),-0.21,-0.24,0.08,0.68,1.5%,2.1,1.8,4.8,0%,0%,/,/,i,/,/,i,0
NC(=O)Nc1ccccc1C(=O)NCCc1ccccc1,-0.37,-0.3,-0.11,0.13,-1.3%,4.3,3.4,3.8,15%,2%,0.07,1223,i,-3,689,i,-8
Cc1ccc(/C=N\NC(=O)/C(=C\Nc2nccc(C)n2)NC(=O)c2ccccc2)cc1,-0.25,-0.22,0.4,-0.18,/,/,/,/,0%,10%,0.2,1197,i,18,711,/,/
Cc1ccc(C2SCC(C(=O)O)N2C(=O)c2ccc(F)cc2)cc1 (centres undefined),-0.26,0.053,-0.42,0.32,-0.7%,2.7,1.1,2.2,6%,6%,0.95,1245,i,4,612,i,7
Cc1nnc(SCC(=O)NCCc2ccccc2)s1,-0.56,-0.2,-0.67,0.24,0.6%,2.8,1.7,4.3,10%,2%,0.38,1422,i,6,737,i,6
